ASAP1 inh: ASAP1 ArfGAP inhibition. Q9ULH1. ASAP1-stimulated ARF1 GTP hydrolysis, GDP FP detection. inhibition, % at 16.5 µM. 360,000 tested, 0.19% active. AID 624377; in the data active = inhibition above about 25%;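 also: 0% = vehicle with enzyme and substrate and 100% = no enzyme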
PLCg1 inh: inhibitors of human phospholipase C gamma1; inhibition, % at 12.2 µM; 370,000 tested, 0.84% active; P19174; purified PLC-gamma1, fluorogenic substrate, fluorescence; in the data active = inhibition above about 9.5%
ADAM10 inh: ADAM10 inhibition, QFRET primary screen | O14672 | recombinant ADAM10, EDANS/DABCYL FRET peptide cleavage, 3 h | inhibition, % at 7 µM | 370,000 tested, 0.62% active;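 active = inhibition above a per-campaign cutoff equal to the mean of compounds falling between control-based bounds plus 3 SD, cut at about 20% in these data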;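 also: 0% = DMSO wells while the 100% control is not disclosed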
Tn7 DDE FP: DD(E)-Tn7 binding inhibition, primary FP screen | inhibition, % at 8.3 µM | FP displacement of FITC-Tn7 peptide from fibrin DD(E); 0% = median of compound wells per plate | AID 720508 | 370,000 tested, 0.13% active | P02675;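 active = inhibition above the mean of compounds falling within the control limits plus 3 SD of them, cut at about 14% in these data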;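 also: 0% = plate median of compound wells and 100% = 10 µM Aha-Tn7 peptide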
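Also added: labelled Tn7 tracer, 0.1 µM; Assay system: human fibrin DD(E) protein; Amount: 2 µM fibrin DD(E); Schedule: 10 min compound pre-incubation, 3 h probe incubation at room temperature; Repeats: one replicate per compound; Read-out basis: percent inhibition; Measured by: fluorescence polarization of the labelled Tn7 tracer.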
proKLK7 act: proKLK7 (human) activation, primary screen. P49862. purified proKLK7, EDANS-DABCYL substrate fluorescence; 100% is mature enzyme control, 0% vehicle. activation, % at 7 µM. 370,000 tested, 0.9% active;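 active = activation above the mean of all tested compounds plus 3 SD, computed per campaign excluding outliers beyond control limits, cut at about 13% in these data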
ARFGAP1 inhibitor: inhibits rat ARF GTPase activating protein 1; Q62848; inhibition, % at 16.5 µM; Arfgap1-stimulated ARF1 GTP hydrolysis, GDP FP detection; 360,000 tested, 0.26% active; AID 651572;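 active = inhibition above a per-plate limit, mean inhibition of low control wells plus 3 SD, cut at about 25% in these data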;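 also: 0% = DMSO wells with enzyme and 100% = wells lacking Arfgap1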
Target sequence (Q62848 1-136 limits assumed): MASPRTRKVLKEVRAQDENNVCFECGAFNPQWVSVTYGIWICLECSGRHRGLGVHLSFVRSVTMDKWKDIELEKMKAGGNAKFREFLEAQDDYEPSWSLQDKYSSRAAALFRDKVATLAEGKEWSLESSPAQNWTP
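material = rat Arfgap1 catalytic domain, aa 1-136 | also added = human ARF1(Δ1-17)-GTP substrate | compound dosing = one concentration, 16.5 µM, DMSO 1.26% | times = GTP hydrolysis reaction 2 h at 25 °C | measured by = FP, GDP Alexa 633 tracer displaced from anti-GDP antibody, 620/688 nm | evaluation = percent inhibition of Arfgap1-stimulated GTP hydrolysis | replication = single well per compound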
ADAM17 inh: inhibitors of human ADAM17 | AID 720648 | inhibition, % at 6.95 µM | 370,000 tested, 0.83% active | P78536 | recombinant ADAM17, EDANS/DABCYL FRET peptide cleavage;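 active = inhibition above the mean of compounds lying between control limits plus 3 SD, set per campaign, cut at about 8.5% in these data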;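 also: 0% = DMSO-only wells as the low control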
Target sequence (P78536 215-824 limits assumed): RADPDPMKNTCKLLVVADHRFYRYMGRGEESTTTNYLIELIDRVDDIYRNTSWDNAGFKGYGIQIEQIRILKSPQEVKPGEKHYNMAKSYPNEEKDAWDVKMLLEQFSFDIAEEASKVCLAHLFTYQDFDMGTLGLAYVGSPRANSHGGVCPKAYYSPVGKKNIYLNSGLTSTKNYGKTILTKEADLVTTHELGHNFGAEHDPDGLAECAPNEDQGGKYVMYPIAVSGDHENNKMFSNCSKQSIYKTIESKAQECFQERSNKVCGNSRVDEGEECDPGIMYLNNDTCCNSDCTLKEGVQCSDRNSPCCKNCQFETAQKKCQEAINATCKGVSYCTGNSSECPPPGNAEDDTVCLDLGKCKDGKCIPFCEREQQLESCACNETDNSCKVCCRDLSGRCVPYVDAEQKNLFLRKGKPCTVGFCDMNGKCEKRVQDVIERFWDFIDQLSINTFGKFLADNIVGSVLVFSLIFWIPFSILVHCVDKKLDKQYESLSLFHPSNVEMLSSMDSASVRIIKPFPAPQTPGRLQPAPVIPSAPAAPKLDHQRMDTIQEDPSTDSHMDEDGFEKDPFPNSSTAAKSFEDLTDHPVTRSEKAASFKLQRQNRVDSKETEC
TDP2 inh: TDP2 (human) inhibition, absorbance primary screen; recombinant TDP2, T5PNP hydrolysis, p-nitrophenol absorbance 415 nm; O95551; AID 720702; 370,000 tested, 0.34% active; inhibition, % at 12.8 µM;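 active = inhibition above the mean of all tested compounds plus 3 SD, set per campaign, cut at about 25% in these data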;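 also: 0% = DMSO with enzyme and 100% = buffer with substrate but no TDP2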
Target sequence (O95551 whole entry, looked up): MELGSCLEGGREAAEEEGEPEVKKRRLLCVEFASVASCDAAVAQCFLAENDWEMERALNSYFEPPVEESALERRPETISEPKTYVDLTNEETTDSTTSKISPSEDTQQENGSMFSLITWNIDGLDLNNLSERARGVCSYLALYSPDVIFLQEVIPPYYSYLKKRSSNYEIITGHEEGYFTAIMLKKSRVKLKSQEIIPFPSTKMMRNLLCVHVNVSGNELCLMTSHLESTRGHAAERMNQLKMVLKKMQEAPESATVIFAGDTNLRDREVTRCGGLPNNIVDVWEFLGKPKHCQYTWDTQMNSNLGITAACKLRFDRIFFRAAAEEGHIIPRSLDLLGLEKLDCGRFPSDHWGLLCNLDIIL
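Test system: Human TDP2 enzyme | Reagent: 5 mM T5PNP | Compound dosing: 12.8 µM single point, 1% DMSO | Incubation: Enzyme reaction with compound for 2 h at 37 °C | Technique: p-Nitrophenol epi absorbance | Read-out: % inhibition relative to enzyme-containing and enzyme-free wells | Benchmarks: High control without enzyme, low control DMSO plus TDP2 | Replicates: Singlicate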
Tn6 DDE FP: inhibitors of Tn6 peptide binding to human fibrin DD(E); 370,000 tested, 0.21% active; P02675; Fibrin DD(E) TRITC-Tn6 fluorescence polarization displacement; inhibition, % at 8.3 µM;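 active = inhibition above a per-campaign cutoff: mean of compounds within control limits plus 3 SD, cut at about 15% in these data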;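 also: 0% = median of all compound wells on the plate and 100% = blocking peptide control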
LEDGF integ inh: blocks HIV-1 LEDGF/p75-dependent DNA integration; TR-FRET IN-LEDGF/p75 DNA integration, Eu/Cy5; inhibition, % at 3.7 µM; 370,000 tested, 0.64% active; AID 743269;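 active = inhibition above the screen-wide mean plus 3 SD, cut at about 13% in these data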;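 also: signal is the Cy5 over europium emission ratio at 671 and 618 nm; 0% = plate median of compound wells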
* marks the source's active call; other numbers are inactive results; i = inactive.

item	SMILES	LEDGF integ inh	ADAM10 inh	ASAP1 inh	Tn6 DDE FP	PLCg1 inh	Tn7 DDE FP	proKLK7 act	ADAM17 inh	TDP2 inh	ARFGAP1 inhibitor
1	CCOP(=O)(OCC)C(NC(C)=O)C(Cl)(Cl)Cl (stereo not given)	-1	-1	10	1	0	5	0.4	-1	1	-4
2	C=CCc1ccc2c(c1)OCO2	1	-17	12	5	1	4	0.2	-2	9	-9
3	C=CCn1c(O)c(C(CC)=NCCc2c[nH]c3ccccc23)c(=O)[nH]c1=O	-1	0	-1	-6	-1	-2	-0.9	-2	7	9
4	CC1([N+](=O)[O-])COP(=O)(Nc2ccc(Cl)cc2)OC1 (stereo not given)	-2	-10	3	5	4	3	0.7	-9	8	-9
5	O=c1c2ccccc2nc(-c2ccccc2)n1-c1ccccc1O	-2	5	-13	-5	-2	-1	-0.5	-3	-2	2
6	CN1C(=O)CC(c2ccccc2)Nc2ccccc21 (stereo not given)	3	-3	-2	11	3	-7	-0.4	0	3	3
7	CSc1nc2ccccc2c(=O)n1-c1cccnc1	4	-3	5	-2	-1	-5	-0.6	-1	0	-3
8	O=P(Nc1cccnc1)(Oc1ccccc1Cl)Oc1ccccc1Cl	1	11	2	-2	-2	0	-0.2	5	2	-3
9	NC(=O)c1cc([N+](=O)[O-])cc([N+](=O)[O-])c1	0	-2	-10	1	2	5	-0.4	-3	-1	2
10	CCCCCCC[n+]1ccc(-c2cc[n+](CCCCCCC)cc2)cc1	-1	1	0	-9	1	1	0.3	-2	5	-3
11	COC1=C(OC)[C@]23CCc4ccc(OC)c(OC)c4[C@]2(CCN3C)CC1=O	-4	10	14	5	0	3	0.3	6	3	9
12	C=C1C/C(=C/C)C(=O)O[C@@H]2CCN3CC=C(COC(=O)[C@]1(C)O)[C@H]23	-2	-4	-5	3	-1	8	0.2	-3	6	-8
13	CC1([N+](=O)[O-])COP(=O)(Nc2cccc(Cl)c2)OC1 (stereo not given)	-3	-1	-3	8	-1	9	-0.4	-5	13	-6
14	C[C@]12CC[C@H](O)CC1=CC(=O)C1C2CC[C@]2(C)C(=O)[C@H](O)CC12 (stereo not given in full)	4	-6	-1	3	1	2	-0.1	-3	-3	-11
15	O=c1[nH]c(=O)n(-c2ccccc2Cl)c(O)c1C=NCCN1CCCCC1	2	-7	4	4	2	7	-0.7	-3	7	-7
16	O=C(Cc1ccccc1)OC(COCc1ccccc1)CN1CCOCC1 (stereo not given)	1	2	-5	1	5	1	-0.1	-1	4	-3
17	CCCCn1c(=O)c(C(=O)NCc2ccco2)c(O)c2ccccc21	3	7	-5	-3	7	1	0.2	-1	0	13
18	O=C(c1cc(F)ccc1F)C1CCCN(Cc2ccc3nonc3c2)C1 (stereo not given)	2	-1	1	10	0	2	-0.2	-1	7	-4
19	NC(=Nc1ccccc1)NN=Cc1c[nH]c2ccccc12	-3	-11	-12	1	0	4	-0.6	-3	-6	-8
20	CCN(CC)C(=O)c1ccc(NC(=O)CN2CCc3cc(OC)c(OC)cc3C2)cc1	-2	-12	9	-6	-45	1	3.6	-6	20	7
21	COc1cccc(-n2c(O)c(C=Nc3c(C)n(C)n(-c4ccccc4)c3=O)c(=O)[nH]c2=O)c1	-1	0	-14	-2	-13	-3	-1.1	1	1	3
22	COc1ccc(-c2n(-c3ccccn3)c3ccccc3[n+]2-c2ccccn2)cc1	1	-37	6	1	-20	4	0.1	-20	-8	-6
23	CCN1C(=O)C(=Cc2cc(C)n(C3CC3)c2C)C(=O)N(CC)C1=S	-3	-7	-19	-1	-6	-7	0.4	0	-4	7
24	Cc1cc(C)c(C(=O)N2CCC3(CC2)OCCO3)c(C)c1	1	-4	-3	-2	0	-5	-0.9	-2	8	4
25	COc1ccc2c(c1)[C@@]13CCC=C[C@H]1[C@@H](C2)NCC3	-1	-2	-4	4	-1	6	-0.3	-3	-9	1
26	O=C(NCc1cccnc1)Nc1ccccc1Cl	-2	-2	-2	4	-2	1	0.6	-1	-5	10
27	O=C(NCCN1CCC2(CC1)C(=O)NCN2c1ccccc1)c1ccc(Cl)cc1	-1	-1	-7	0	1	6	0.3	-2	6	-2
28	OC(c1ccc(F)cc1)C(c1ccccc1)N1CCOCC1 (stereo not given)	2	3	-5	-4	3	4	-0.1	-2	8	-6
29	CC(C)COC(=O)c1ccccc1C(=O)OCC(C)C	-3	-11	20	-3	1	4	-0.4	0	0	3
30	O=c1[nH]c(=S)[nH]c(O)c1N=Nc1ccc2c(c1)OCCO2	-1	-3	-8	-7	1	2	0.2	-3	8	0

Three structures from above, ordered by molar mass, ascending.
item	SMILES	LEDGF integ inh	ADAM10 inh	ASAP1 inh	Tn6 DDE FP	PLCg1 inh	Tn7 DDE FP	proKLK7 act	ADAM17 inh	TDP2 inh	ARFGAP1 inhibitor
9	NC(=O)c1cc([N+](=O)[O-])cc([N+](=O)[O-])c1	0	-2	-10	1	2	5	-0.4	-3	-1	2
18	O=C(c1cc(F)ccc1F)C1CCCN(Cc2ccc3nonc3c2)C1 (stereo not given)	2	-1	1	10	0	2	-0.2	-1	7	-4
15	O=c1[nH]c(=O)n(-c2ccccc2Cl)c(O)c1C=NCCN1CCCCC1	2	-7	4	4	2	7	-0.7	-3	7	-7

The results go on.
item	SMILES	LEDGF integ inh	ADAM10 inh	ASAP1 inh	Tn6 DDE FP	PLCg1 inh	Tn7 DDE FP	proKLK7 act	ADAM17 inh	TDP2 inh	ARFGAP1 inhibitor
31	CC1CCCC(NC(=O)COC(=O)Cc2ccccc2)C1C (stereo not given)	-3	-8	-8	1	0	9	-0.1	-3	-4	0
32	CCOC(=O)c1c(C)n(C(C)C)c2ccc(OC)cc12	-1	1	-3	7	2	8	-0.4	-3	6	-1
33	Cc1cccc(-n2c(C)nc3ccc(Cl)cc3c2=O)c1	3	3	1	-5	-1	0	-0.2	-3	0	-1
34	CN1CCN(C(=O)COc2ccc(S(=O)(=O)N(C)Cc3ccccc3)cc2)CC1	-3	1	4	-6	0	-1	0.2	-3	3	-6
35	CCOC(=O)CNC(=O)N1Cc2cc(N3CCOCC3)ccc2-n2nncc2C1	-3	-3	-13	8	0	4	-0.5	-3	4	-9
36	C=CCNC(=O)c1c(N)n(CCN2CCOCC2)c2nc3ccccc3nc12	-2	i	8	-2	i	9	0.1	-341	-9	-5
37	COC(=O)C(O)(c1ccc2c(c1)CCCN2)C(F)(F)F (stereo not given)	1	8	5	-13	0	-4	-0.6	-1	1	6
38	O=C(CN1CC(c2ccccc2)CC1=O)Nc1ccc(F)cc1 (stereo not given)	4	-10	-4	6	1	-1	0.0	-4	11	-17
39	CCOC(=O)c1cccc(C2=C(CNC(=O)c3ocnc3C)[C@H]3CC[C@@H](C2)N3Cc2ccccc2)c1	0	-12	0	2	-1	-8	0.4	-3	2	6
40	CC(=O)N1CC(=O)Nc2ccc(C)cc2C1c1ccccc1 (stereo not given)	3	-1	12	-4	7	-2	0.6	0	4	-1
41	CCC12CN3CCN(CC(C3)C1O)C2 (stereo not given)	-5	1	-3	6	6	-2	0.0	1	-12	5
42	CCC1(C(=O)c2ccc(C)cc2)C2c3ccccc3OC(=O)C21C(=O)O (stereo not given)	2	3	4	5	2	-5	-0.1	3	-2	-8
43	CC(c1ccccc1)(c1ccccc1)c1ccncc1	0	3	-6	3	2	-2	0.2	-3	-2	1
44	CCOc1ccc(NC(=O)c2c(O)[nH]c(=O)[nH]c2=O)cc1	1	8	-1	-2	0	4	0.4	-2	14	3
45	CN(C)CC#CCn1c2ccccc2c2ccccc21	10	-7	3	-2	3	-1	-0.1	-4	-3	-8
46	O=C1N(c2ccccc2)C(c2cccnc2)N2CCCN12 (stereo not given)	0	5	-5	3	1	0	0.1	-5	7	8
47	N#CC1(c2ccccc2)CCN(C2CC(=O)N(c3ccc(F)cc3)C2=O)CC1 (stereo not given)	1	3	-1	-3	-1	-3	-0.2	2	8	-1
48	C=CCn1c(O)c(C=NCCN2CCNCC2)c(=O)[nH]c1=O	0	-2	10	3	-3	-1	0.2	-2	1	7
49	CCOC(=O)c1c(C=O)c2ccccc2n1Cc1ccccc1F	2	-6	2	-1	0	-1	-0.1	1	-7	-3
50	O=C1/C(=C\c2ccc([N+](=O)[O-])cc2)N2CCC1CC2	-3	9	-3	-6	1	6	-0.5	-2	8	-2
51	COC(=O)CC1(CC(=O)OC)C(=O)NC(=O)NC1=O	-1	-3	-8	18*	2	-1	0.4	-4	-10	8
52	COCCNC(=O)c1c(NC(=O)c2ccc(Br)o2)n(Cc2ccccc2)c2nc3ccccc3nc12	2	-108	4	-6	-63	6	-5.5	-36	11	-1
53	Cc1cc(C(=O)CS(=O)(=O)c2ccccc2)cc(C)c1OC(=O)N(C)C	0	-1	-19	-1	0	12	-0.1	1	-3	-8
54	CCCCN1C(=O)NC(=O)C2(Cc3c(nc4c(C)cccn4c3=O)N3CCc4ccccc4C32)C1=O (stereo not given)	-1	-2	-2	-4	-2	7	0.3	1	3	-2
55	CN1CCc2nc(SCc3ccccc3Br)c(C#N)cc2C1	0	-59	4	-8	-44	-1	-4.6	-12	2	2
56	CNC(=O)c1cccn(Cc2cc(C(F)(F)F)cc(C(F)(F)F)c2)c1=O	4	-75	0	6	-2	1	1.0	-23	11	-3
57	O=C1NCN(c2ccccc2)C12CCN(C(c1ccnc3ccccc13)c1nnnn1C1CCCCC1)CC2 (stereo not given)	3	-14	-5	5	0	1	0.3	-4	9	-14
58	Cc1ccc(OCC(=O)N2CCCC(N3CCN(c4ccc(F)cc4)CC3)C2)cc1 (stereo not given)	0	1	-8	-5	-2	0	-0.1	-4	-3	-3
59	Cc1ccc(-n2c(O)c(C=NC3CCCCC3N)c(=O)[nH]c2=O)cc1C (stereo not given)	1	-11	7	0	-5	3	0.5	-5	-2	1
60	O=C1CC(c2cccnc2)=NN1c1ccccc1	11	4	-6	-4	-3	3	-0.5	1	46*	-10
61	COc1ccc(-c2nc3ccc(C(=O)N4CCC5(CC4)OCCO5)cc3nc2-c2ccc(OC)cc2)cc1	3	-166	-8	-6	i	-2	-54	-56	5	-12

Shown with values under each structure: part of the list above.
Below each compound: LEDGF integ inh	ADAM10 inh	ASAP1 inh	Tn6 DDE FP	PLCg1 inh	Tn7 DDE FP	proKLK7 act	ADAM17 inh	TDP2 inh	ARFGAP1 inhibitor
34) CN1CCN(C(=O)COc2ccc(S(=O)(=O)N(C)Cc3ccccc3)cc2)CC1
    -3	1	4	-6	0	-1	0.2	-3	3	-6
32) CCOC(=O)c1c(C)n(C(C)C)c2ccc(OC)cc12
    -1	1	-3	7	2	8	-0.4	-3	6	-1

Screens as filed in PubChem.

Some of the compounds tested. The share of hits here may be higher or lower than overall.
